From PubChem BioAssay
TrxR1 substrate: is turned over as a substrate by rat TrxR1 | AID 588456 | 390,000 compounds, 0.01% hits | purified TrxR1 substrate turnover, NADPH consumption readout | Potency, µM (series often up to 114 µM), for inactives: at the top dose activity change, negative = substrate turnover; also: % is scaled to controls: 0 for no effect and ±100 for the full control effect; nearly all actives have a fitted effect of over 50% in size
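Rat TrxR1, dispensed at 90 nM, was prereduced with 400 uM NADPH (final) for 5 min at ~22 deg C, then incubated with compound 15 min before 400 uM selenite. A first-read NADPH fluorescence drop versus no-compound background flagged substrates.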
12-LOX inh: blocks human arachidonate 12S-lipoxygenase. P18054. purified 12hLO, xylenol orange hydroperoxide absorbance. Potency, µM (series often up to 108 µM), inactives show top-dose activity change, negative = inhibition, hits mostly inhibitors. 580,000 compounds, 1.1% hits. AID 1671190; also: % is scaled to controls: 0 for no effect and ±100 for the full control effect
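Purified human 12hLO at 150 nM in 25 mM Hepes, 0.01% Triton X-100, pH 7.0, preincubated 15 min at room temperature with compound. Reaction started with 40 uM arachidonic acid, 30 min at room temperature. Hydroperoxide measured by Fe-xylenol orange, 573/405 nm absorbance ratio.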
IDH1 R132H inh: blocks human mutant IDH1 R132H enzyme | IDH1-R132H enzyme, NADPH consumption, diaphorase/resazurin fluorescence | 390,000 compounds, 0.093% hits | O75874 | AID 602179 | Potency, µM (highest dose often 76.6 µM), for inactives: at the highest dose activity change, negative = inhibition, hits mostly inhibitors; also: % is scaled to controls: 0 for no effect and ±100 for the full control effect; nearly all actives have a fitted effect of over 65% in size
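IDH1-R132H (0.5 ug/mL) preincubated 30 min with compound, then NADPH (0.016 mM) and alpha-KG (2 mM) added; 80 min at RT, pH 7.5. Remaining NADPH coupled via diaphorase/resazurin to fluorescence (540/590 nm); concentration-response curves normalized to no-enzyme control.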
RXFP1 ag: activates the human relaxin receptor RXFP1 | 370,000 compounds, 0.3% hits | Potency, µM (highest dose often 57.5 µM), inactives show top-dose activation, most hits filed as activators | HEK293T-RXFP1 cAMP TR-FRET, 30 min; response scale: percent of porcine relaxin response, buffer zero | AID 2676; also: % is scaled to controls: 0 for no effect and ±100 for the full control effect; nearly all actives have a fitted effect of over 60% in size; many of its hits are not listed in these tables
Target sequence (Q9HBX9 whole entry, looked up): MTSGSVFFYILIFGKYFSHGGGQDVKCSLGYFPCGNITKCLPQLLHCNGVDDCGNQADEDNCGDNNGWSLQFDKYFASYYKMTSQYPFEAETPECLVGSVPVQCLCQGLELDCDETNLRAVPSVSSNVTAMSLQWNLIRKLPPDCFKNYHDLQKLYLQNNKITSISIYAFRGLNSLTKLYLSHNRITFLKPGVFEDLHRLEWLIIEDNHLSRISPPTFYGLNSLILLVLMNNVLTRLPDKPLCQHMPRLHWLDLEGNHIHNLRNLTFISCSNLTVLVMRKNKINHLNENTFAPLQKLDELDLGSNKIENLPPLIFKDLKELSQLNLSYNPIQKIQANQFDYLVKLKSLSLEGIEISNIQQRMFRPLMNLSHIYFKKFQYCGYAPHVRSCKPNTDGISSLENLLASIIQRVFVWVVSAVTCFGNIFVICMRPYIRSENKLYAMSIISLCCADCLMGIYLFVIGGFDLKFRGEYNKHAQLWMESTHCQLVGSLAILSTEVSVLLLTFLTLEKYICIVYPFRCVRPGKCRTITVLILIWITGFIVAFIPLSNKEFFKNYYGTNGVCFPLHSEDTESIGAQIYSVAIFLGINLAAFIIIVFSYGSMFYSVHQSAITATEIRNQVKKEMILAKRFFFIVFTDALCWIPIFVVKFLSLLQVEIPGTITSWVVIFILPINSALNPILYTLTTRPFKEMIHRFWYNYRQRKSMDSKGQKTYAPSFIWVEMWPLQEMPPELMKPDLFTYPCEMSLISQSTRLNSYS
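cAMP rise read by TR-FRET after 30 min, 37C compound exposure (up to 58 uM) in RXFP1-transfected HEK293 cells with Ro 20174 present. EC50 from Hill-equation fits, with 29 nM porcine relaxin as 100% and buffer as basal.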
USP1 inh: blocks the human USP1/UAF1 deubiquitinase complex | O94782 | AID 743255 | 390,000 compounds, 0.23% hits | recombinant USP1/UAF1, Ub-Rhodamine cleavage fluorescence | Potency, µM (top dose mostly 57.1 µM), for the others: at the highest dose activity change, negative = inhibition, hits mostly inhibitors; also: % is scaled to controls: 0 for no effect and ±100 for the full control effect; nearly all actives have a fitted effect of over 60% in size; inactives centre near -12
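USP1/UAF1 complex at 1 nM was preincubated with compound for 15 min at room temperature, then Ub-Rho substrate (150nM final) was added. Fluorescence (480/540 nm) was read kinetically, 6 reads every 60 seconds.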
Vif-APOBEC3F blk: inhibitors of Vif-A3F interaction | HeLa A3F-eYFP + Vif (tagged APOBEC3F with the HIV-1 protein that degrades it), YFP fluorescence increase | Potency, µM (titrated, usually from 46.1 µM), for inactives: at the highest dose activity, negative = active | 390,000 compounds, 0.2% hits | AID 602313; also: % of control where 0% means no effect; nearly all actives have a fitted effect of over 65% in size
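HeLa cells stably expressing Vif plus C-terminally eYFP-tagged A3F were seeded, incubated overnight at 37 deg C, dosed with compound, incubated overnight again at 37 deg C. Yellow fluorescence (Ex 488/Em 500-530) reported blocked Vif-mediated A3F-eYFP degradation.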
rTrxR1 inhibitor: rat TrxR1 inhibition; recombinant rTrxR1, NADPH fluorescence consumption, selenite substrate; Potency, µM (top dose mostly 114 µM), for the others: at the highest dose activity change, negative = inhibition, most hits filed as inhibitors; 390,000 compounds, 1% hits; AID 588453; also: % is scaled to controls: 0 for no effect and ±100 for the full control effect; nearly all actives have a fitted effect of over 65% in size
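Rat TrxR1 (90 nM in the dispensed reagent) was pre-reduced with 400 uM NADPH for 5 min at room temperature, then incubated with compound for 15 min. After 400 uM selenite was added, NADPH fluorescence (Ex 340/Em 450 nm) was followed for 8 min.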
RGS4 inhibitor: inhibitors of human regulator of G protein signaling 4 | P49798 | Transcreener GDP fluorescence polarization, RGS4-accelerated GTP hydrolysis | Potency, µM (top dose mostly 114 µM), for inactives: top-dose activity change, negative = inhibition, hits mostly inhibitors | 390,000 compounds, 0.039% hits; also: % is scaled to controls: 0 for no effect and ±100 for the full control effect; nearly all actives have a fitted effect of over 75% in size; some results filed as inactive show a strong effect at the top dose
Target sequence (P49798 whole entry, looked up): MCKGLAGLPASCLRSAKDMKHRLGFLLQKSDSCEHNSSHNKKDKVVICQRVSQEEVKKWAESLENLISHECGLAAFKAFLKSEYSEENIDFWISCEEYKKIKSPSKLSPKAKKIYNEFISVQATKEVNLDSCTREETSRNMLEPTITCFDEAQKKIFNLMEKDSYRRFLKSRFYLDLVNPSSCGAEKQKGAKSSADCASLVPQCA
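MLSMR compounds (23 nl, pin-transferred) preincubated 10 min at room temperature with a 500nM (2x) first reagent, then RGS4 at 900nM (2x) plus Transcreener GDP mix added; fluorescence polarization (620/688 nm) read before and after 90 min at 30 °C.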
Vif-A3G inh: Vif-A3G binding inhibition; Q9HC16; HeLa A3G-eYFP + Vif (tagged APOBEC3G with the HIV-1 protein that degrades it), YFP fluorescence, overnight; Potency, µM (top dose mostly 46.1 µM), for inactives: at the highest dose activity, negative = active, usual class: inhibitors; 410,000 compounds, 0.076% hits; AID 602310;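 also: % is scaled to controls: 0 for no effect and ±100 for the full control effect; nearly all actives have a fitted effect of over 60% in size; hits raise eYFP signal because A3G escapes Vif-driven loss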
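HeLa cells stably expressing Vif and C-terminally eYFP-tagged A3G, seeded overnight at 37 deg C, then exposed to compound by pintool overnight at 37 deg C. Rise in yellow fluorescence (Ex 488/Em 500-530, Acumen) marks blocked Vif-driven A3G degradation.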
* = called active by the depositor; ? = inconclusive; / = not tested or not shown; [ ] = another dose, or the depositor's remark. Calls follow the shape of the dose curve; as a rule, active = well fitted curve in the direction sought with a large enough effect; inconclusive = small, poorly fitted or top-dose-only effect, or another doubt; inactive = no such curve, though single readings can be large; an effect the other way counts as inactive or inconclusive. Potency is read from the fitted curve at half-maximal effect. An excerpt (hit frequency here may not be typical).

SMILES	TrxR1 substrate	12-LOX inh	IDH1 R132H inh	RXFP1 ag	USP1 inh	Vif-APOBEC3F blk	rTrxR1 inhibitor	RGS4 inhibitor	Vif-A3G inh
O=C(Cc1ccccc1)c1ccccc1C(=O)N1CCCCC1	12%[57.1 µM]	11%	-5%	3.1%	-6%	-4%	6%[57.1 µM]	-24%	0%
Cc1ccc(/C=C/c2nnc(-c3cccs3)o2)cc1	14%	16%	7%	0.8%	-11%	-5%	-5%	8%	-8%
O=C(/C=C/c1ccco1)Nc1ccccc1C(=O)Nc1cccc(C(=O)O)c1	-9%	-5%	-5%	8.6%	-2%	-22%	?	-20%	-1%
Cc1nonc1C1CCCN1C(=O)c1cc(COc2ccc(F)cc2F)on1 (stereo not drawn)	-7%[57.1 µM]	20%	5%	0.4%	-14%	-1%	10%[57.1 µM]	-31%	7%
COc1ccccc1NC(=O)Cc1noc(CSc2nnc(C(F)(F)F)n2C)n1	-7%	2%	-8%	1.5%	-3%	-7%	10%	20%[56.9 µM]	2%
COc1ccc(S(=O)(=O)Nc2ccc3c(c2)n(C)c(=O)n3C)cc1C	-3%[57.1 µM]	11%	-2%	0.6%	-1%	-16%	5%[57.1 µM]	11%	-4%
O=C(c1cc(-c2ccccc2)nn1-c1ccccc1)N1CCN(S(=O)(=O)c2ccc(F)cc2)CC1	-8%	-8%	5%	0.2%	-21%	-23%	2%	3%	-4%
CN(C)C=C1C(=O)c2ccccc2C1=O	-12%	-2%	-2%	1.2%	4%	3%	-18%	-14%	-1%
Cc1ccc(Oc2nc3ccccn3c(=O)c2/C=C(\C#N)C(=O)Nc2c(C)n(C)n(-c3ccccc3)c2=O)c(C)c1	2%	-20%	-3%	2.7%	-27%	-3%	-14%	-15%	-2%
O=C(NCC(=O)N1CCCCCC1)c1ccc(Br)cc1	4%	2%	0%	0.2%	-21%	0%	24%	4%	-3%
COc1ccc(C=NNC(=O)c2cc(C)oc2C)cc1O	6%[57.1 µM]	27%	3%	/	2%	2%	3%[11.4 µM]	-41%	?
Nc1c(C(=O)NCc2ccco2)nnn1CC(=O)Nc1ccccc1	13%[57.1 µM]	20%	12%	-0.9%	-15%	-16%	-7%[57.1 µM]	-21%	1%
COc1ccc(N2CCN(C(=O)CN(c3cccc(Br)c3)S(C)(=O)=O)CC2)cc1	9%	-11%	8%	0.1%	-14%	-3%	9%	-20%	0%
O=C(CC(c1ccccc1)c1cc(Cl)ccc1O)NCCCN1CCOCC1 (stereo not drawn)	-7%[57.1 µM]	?	8%	0.4%	-12%	-4%	8%[57.1 µM]	-18%	0%
COc1ccc(C(c2c(C)[nH]n(C(N)=S)c2=O)C(C#N)C#N)cc1 (stereo not drawn)	-26%[11.4 µM]	?	-1%	-0.2%	-12%	0%	?	?	-15%
Cc1c([N+](=O)[O-])cc(C(=O)Nc2ccc3ncccc3c2)cc1[N+](=O)[O-]	-4%	6%	1%	-2.5%	-9%	-17%	4%[57.1 µM]	6%	1%
CCOc1ccc(-c2nnc(SCC(=O)c3ccc(F)cc3)n2-c2ccccc2)cc1	-8%	-12%	14%	12%	-15%	-15%	-10%	-37%	9%
COc1ccc(NC(=O)/C=N/O)cc1	-3%	-2%	-5%	1.2%	-11%	-11%	9%	11%	2%
C1=C(C(c2nnnn2C2CCCCC2)N2CCCCC2)COc2ccccc21 (stereo not drawn)	5%	0%	2%	1.4%	-15%	0%	8%[57.1 µM]	0%	-2%
CC(C)(C)NC[C@H](O)COc1cccc2c1CCCC2=O	1%	-18%	10%	1.9%	11%	0%	15%	35%	-1%
COC(=O)C1=C(C)NC(=O)CC1c1cccc(Cl)c1Cl (stereo not drawn)	2%	?	4%	1.1%	?	0%	8%	-13%	-2%
Cc1ccc(NC(=O)c2noc3c2CCc2ccccc2-3)cc1	5%[57.1 µM]	0%	12%	-0.1%	-7%	-5%	-2%[57.1 µM]	-22%	-1%
CCOC(=O)c1cnc(SC)nc1Oc1cccc(NC(=O)c2ccc(Cl)cc2)c1	8%[57.1 µM]	-9%	-2%	2.0%	-15%	7%	19%[57.1 µM]	7%	0%
O=C(NN=Cc1ccc(Cl)cc1Cl)c1ccccc1	/	?	-14%	/	?	-5%	/	/	-1%
COc1ccc(NC(C)=O)cc1NC(C)C(=O)Nc1cccc2ccccc12 (stereo not drawn)	-1%	0%	5%	1.7%	-17%	3%	9%	0%	-2%
COCCOC(=O)C1=C(C)NC(=O)NC1c1cc2c(cc1Br)OCO2 (stereo not drawn)	7%	53%[activator]	10%	-1.7%	0%	-2%	11%	7%	2%
CCCCNC(=O)CSc1nc2cc(OC)c(OC)cc2c(=O)n1Cc1ccc(OC)cc1	3%	0%	2%	3.3%	7%	-3%	29%	9%	2%
CCCCN(C(=O)CSCc1ccc(C)cc1)c1c(N)n(Cc2ccccc2)c(=O)[nH]c1=O	18%[57.1 µM]	?	-3%	/	-7%	?	36%[activator][57.1 µM]	15%	-6%
CN(CCc1cnn(C)c1)Cc1cn(C)nc1-c1ccc2c(c1)OCCO2	2%	0%	7%	5.1%	-16%	5%	18%	-2%	-9%
CC1(C)Cc2cccc(OCC(=O)Nc3cccnc3Cl)c2O1	4%	0%	6%	0.5%	-22%	5%	17%	5%	2%
COc1ccc(/C=N/NC(=O)c2cc(-c3ccccc3)nc3ccccc23)c(OC)c1	2%	17%	0%	0.4%	-10%	5%	19%	-11%	-10%
CCc1cccc(C)c1NC(=O)COC(=O)Cc1ccsc1	-3%	1%	1%	0.6%	6%	-3%	9%	8%	1%
O=C(CSc1nnnn1C1CCCCC1)NCc1cccc(C(=O)O)c1	-4%	?	-1%	-0.3%	-2%	4%	-8%	-16%	-3%
CC(C)NC(=O)c1ccc(COCC(F)(F)F)cc1	25%[57.1 µM]	5%	5%	-0.7%	-9%	-1%	14%[57.1 µM]	-5%	-6%
CC1CCCCC1NS(=O)(=O)c1ccc2c(c1)CC(=O)N2C (stereo not drawn)	3%	15%	-4%	-2.5%	-17%	11%	20%	14%	-3%
C=CCOc1cccc(/C=C2\C(=O)N(Cc3ccc(C)cc3)C(C)=C2C(=O)OC)c1	-6%	-29%	9%	3.1%	?	?	-14%	-19%	-14%
CCCCOC(=O)Nc1sc2c(c1C(=O)OC)CCC2	5%[57.1 µM]	-11%	8%	0.0%	-14%	-10%	-21%	-27%	0%
Cc1csc(=O)n1CC(=O)Nc1ccc(C(C)C)cc1	5%	?	6%	-0.4%	-8%	6%	13%	-28%	1%
CC(C)NC(=O)Cn1cc(S(=O)(=O)N2CCCC2)c(S(=O)(=O)N2CCCC2)c1	7%	16%	-18%	5.1%	-10%	12%	19%	49%	4%
C=C(C)C(=O)Nc1cccc(C2=NOC3(C2)C[C@H](C(N)=O)N(C(=O)c2ccccc2C(=O)c2ccccc2)C3)c1 (stereo partly drawn)	5%[57.1 µM]	-19%	5%	0.1%	23%	-4%	9%[57.1 µM]	27%	1%
O=C(CC1CCOCC1)Nc1ccc(Cl)c(Cl)c1	7%	?	17%	0.3%	-9%	0%	20%	-25%	5%
COCCNC(=O)CCn1c(=O)[nH]c2cc(OC)c(OC)cc2c1=O	18%	-35%	-5%	1.0%	-19%	2%	12%	4%	3%
N#C/C(=C(/O)CN1CCCCC1)c1nc(-c2ccc(Cl)cc2)cs1	-1%	-27%	0%	-0.7%	8%	-6%	-10%	4%	1%

Sorted by SMILES length (smallest number first): 6 of the compounds above.
SMILES	TrxR1 substrate	12-LOX inh	IDH1 R132H inh	RXFP1 ag	USP1 inh	Vif-APOBEC3F blk	rTrxR1 inhibitor	RGS4 inhibitor	Vif-A3G inh
CC(C)NC(=O)c1ccc(COCC(F)(F)F)cc1	25%[57.1 µM]	5%	5%	-0.7%	-9%	-1%	14%[57.1 µM]	-5%	-6%
CCc1cccc(C)c1NC(=O)COC(=O)Cc1ccsc1	-3%	1%	1%	0.6%	6%	-3%	9%	8%	1%
O=C(CSc1nnnn1C1CCCCC1)NCc1cccc(C(=O)O)c1	-4%	?	-1%	-0.3%	-2%	4%	-8%	-16%	-3%
COCCNC(=O)CCn1c(=O)[nH]c2cc(OC)c(OC)cc2c1=O	18%	-35%	-5%	1.0%	-19%	2%	12%	4%	3%
N#C/C(=C(/O)CN1CCCCC1)c1nc(-c2ccc(Cl)cc2)cs1	-1%	-27%	0%	-0.7%	8%	-6%	-10%	4%	1%
C=CCOc1cccc(/C=C2\C(=O)N(Cc3ccc(C)cc3)C(C)=C2C(=O)OC)c1	-6%	-29%	9%	3.1%	?	?	-14%	-19%	-14%
